NTR1 agonist – NTR1-driven beta-arrestin-GFP spot formation – imaging, U2OS cells, high content, primary screen (AID 493036); P30989; agonist mode; activation, % at 20 µM; hit rate 0.17% among 330,000;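 active = activation at or above 40% of the spot to cytoplasm intensity ratio, with at least 20 cells analyzed; inconclusive = wells under 20 cells, flagged as cytotoxic or low count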;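 also: 0% = DMSO without peptide and 100% = 100 nM NTR1 peptide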
Target sequence (P30989 whole entry, looked up): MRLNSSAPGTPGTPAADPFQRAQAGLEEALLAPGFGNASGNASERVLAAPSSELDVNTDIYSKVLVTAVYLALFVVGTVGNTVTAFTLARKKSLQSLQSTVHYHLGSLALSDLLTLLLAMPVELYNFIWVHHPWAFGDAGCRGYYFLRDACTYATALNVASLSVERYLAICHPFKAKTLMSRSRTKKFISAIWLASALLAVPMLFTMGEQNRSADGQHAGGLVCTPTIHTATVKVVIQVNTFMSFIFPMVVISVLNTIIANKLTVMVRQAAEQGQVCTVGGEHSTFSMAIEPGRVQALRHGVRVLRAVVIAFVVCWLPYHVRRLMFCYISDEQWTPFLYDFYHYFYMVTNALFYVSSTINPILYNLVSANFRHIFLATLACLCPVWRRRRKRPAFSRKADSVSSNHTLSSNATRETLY
RSV antiviral HEp-2 – inhibition of RSV-induced cytopathic effect – HEp-2 cells, primary 10 µM value included (AID 2391); HEp-2 cells, RSV-induced CPE inhibition; higher % means a stronger effect; CPE inhibition, % at 10 µM, or IC50 in µM where a hit was titrated; hit rate 0.13% among 310,000; in the data active = a potency from the dose series; inconclusive = CPE inhibition mostly from about 23% at the one dose, without a potency; inactive = the rest, 99 in 100 with CPE inhibition below about 21%; also: strong numbers were not always called active
PhoP inhibition – PhoP-dependent GFP reporter repression – Salmonella Typhimurium, primary screen (AID 1863). inhibition, % at 50 µM; hits with a dose series show IC50 in µM. hit rate 0.16% among 300,000. S. Typhimurium PhoP-regulated promoter GFP reporter, 4 h; higher % means a stronger effect;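 active = inhibition over 29.93%, a cutoff 3 SD above the screen mean, later confirmed by dose response; inconclusive = inhibition over 29.93% but no dose response follow-up; inactive = inhibition at most 29.93% or unconfirmed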;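 also: 0% = low Mg2+ inducing control and 100% = high Mg2+ repressing control; strong numbers were not always called active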
TNAP activators – human TNAP enzyme activators, primary screen, biochemical, luminescent, no phosphate acceptor, uHTS (AID 1001) | purified TNAP, luminescent activation assay, no phosphate acceptor; higher activation fold means a stronger effect | activation fold at 20 µM; hits with a dose series show EC50 in µM | hit rate 0.03% among 200,000; in the data active = activation fold from about 3, or a potency from the dose series; inactive = the rest, 99 in 100 with activation fold below about 1.6; also: many of its hits are not listed in these tables
UTI89 phage lysis – inhibition of K1F phage lysis, E. coli UTI89, bacterial capsule biogenesis inhibitors, alamar blue (AID 488966) | E. coli UTI89 K1F phage lysis, alamar blue, 2 h; higher % means a stronger effect | one-dose inhibition, % at 100 µM; IC50 in µM for titrated hits | hit rate 0.02% among 340,000;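 active = phage lysis inhibition, versus mean bacterial control, above a set limit; inconclusive = no clear call, values can overlap the other calls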;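 also: capsule biogenesis inhibitors block K1F phage lysis so surviving cells raise fluorescence; higher fluorescence means more inhibition of phage lysis; actives were called in the ten point dose series up to 300 µM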
MgcRacGAP inhibition – MgcRacGAP GTPase-activating activity inhibitors, confirmation, biochemical, ADP Hunter fluorescence. MgcRacGAP-stimulated Rac1 GTP hydrolysis, ADP Hunter fluorescence; higher % means a stronger effect; GST-tagged Rac1 F28L mutant substrate. inhibition, % at 30 µM; hits with a dose series show IC50 in µM. hit rate 0.6% among 340,000;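 active = first-screen hits whose inhibition reached a set limit at any dose in the follow-up dose series; inconclusive = inhibition above the set first-screen limit but never retested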;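 also: fluorescence reports GDP produced by GAP-driven GTP hydrolysis; strong numbers were not always called active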
T cell HTS – modulates CD8 T cell binding to vesicles; 2C CD8+ T cell-vesicle binding, flow cytometry; stronger effect = lower value; calls only at 7 µM; hit rate 0.068% among 330,000;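 active = response, share of CD8 T cells binding vesicles, and their 90th percentile fluorescence all below set limits, cut at about 80% in these data, passing the limit was not always enough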
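Material: murine 2C transgenic CD8+ T lymphocytes / Also added: QL9-peptide-loaded Drosophila micro-vesicles bearing Ld, ICAM-1 and B7-1 / Schedule: binding step 1.5 h, 37 °C, antibody labelling 20 min, ice / Signal: flow cytometry, PE anti-B7-1 (FL2) versus Alexa647 anti-CD8 (FL8), PFA-fixed / Evaluation: percent CD8+ FL2 mean versus row control / Benchmarks: naked versus QL9-loaded vesicles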
SV40 large T antigen – TAg ATPase/helicase activity blockers – biochemical (AID 1903) | one-dose inhibition, % at 20 µM; IC50 in µM for titrated hits | hit rate 0.39% among 310,000 | SV40 large T antigen ATPase/helicase inhibition assay; higher % means a stronger effect; in the data active = a potency from the dose series; inconclusive = inhibition mostly from about 32% at the one dose, without a potency; inactive = the rest, 99 in 100 with inhibition below about 32%; also: strong numbers were not always called active
Myeloid diff MLP – promotes myeloid progenitor differentiation. ER-HoxA9 myeloid progenitors, lysozyme-GFP differentiation, flow cytometry. calls only at 10 µM. hit rate 1% among 360,000. AID 624256;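 active = normalized GFP-positive differentiation at or above the plate's own cutoff, the solvent-only control mean plus 3 SD; inconclusive = no clear call, values can overlap the other calls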;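 also: cells exposed to compound for four days before flow analysis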
T cell HTS vesicle-bound % – further read-out of T cell HTS, marked with its call; double positive events, %; measured here: CD8+ vesicle-bound cell fraction;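 binding gate set so that unloaded-vesicle control wells show 10% double positive cells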
NTR1 agonist cell count 20 µM – recorded beside NTR1 agonist, whose call it bears; cell count; measured here: cell count, cytotoxicity flag
Myeloid diff MLP GFP+ MAC1+ % – also measured in Myeloid diff MLP; calls as there; GFP+ MAC1+ double positive, %; measured here: differentiation confirmed by MAC1 staining
The depositor's hits bear a star; i = inactive; ? = inconclusive; nt = not tested or not shown; [ ] = dose if it differs, or a comment.

Molecule | Myeloid diff MLP | MgcRacGAP inhibition | PhoP inhibition | T cell HTS vesicle-bound % | SV40 large T antigen | Myeloid diff MLP GFP+ MAC1+ % | NTR1 agonist | UTI89 phage lysis | NTR1 agonist cell count 20 µM | TNAP activators | RSV antiviral HEp-2 | T cell HTS
COc1cc(/C=N/NC(=O)CCn2c3ccccc3c3ccccc32)cc(OC)c1OC | i | 3% | 0% | 36 | 18% | 0.1 | 13 | -0.2% | 109 | 1.1 | 1.0% | i
CCOCCCNC(=S)Nc1ccc2nc3n(c(=O)c2c1)CCCCC3 | i | -1% | -2% | 47 | -6% | 1.3 | -0.7 | 3.3% | 63 | 1.1 | 1.1% | i
c1cnc2ccc(C(c3nnnn3C3CCCC3)N3CCSCC3)cc2c1 (stereo not given) | i | 13% | 2% | 44 | 12% | 1.1 | -1.3 | 0.3% | 46 | 1 | 0.2% | i
O=C(NC(Cc1c[nH]c2ccccc12)C(=O)N/N=C/c1cccnc1)c1cccs1 (stereo not given) | i | 9% | -9% | 45 | -10% | 0.7 | 0.6 | 2.0% | 42 | 1 | ? | i
CCN(CC)C(=O)Oc1ccnc2cc(Cl)ccc12 | i | 8% | 0% | 59 | 10% | 0.2 | -1.3 | 0.8%[50 µM] | 50 | 1.1 | 1.6% | i
O=C(c1ccc(Cl)cc1)N1N=C(c2ccccn2)CC1(O)C(F)(F)F (stereo not given) | i | -13% | -6% | 51 | 7% | 0.5 | 1.1 | -0.9% | 37 | nt | -0.2% | i
COc1cc(CN2CCSCC2)c([N+](=O)[O-])cc1OC | i | 28% | -12% | 27 | 19% | 0.4 | 1.7 | 0.0% | 62 | nt | 1.4% | i
CCOc1ccc(NC(=S)NC(C)CCc2ccccc2)cc1 (stereo not given) | i | 7% | 1% | 50 | 6% | 0.2 | -1.4 | -0.3% | 90 | 1.2 | 7.6% | i
O=S(=O)(c1ccc(NCCOc2ccccc2)nc1)N1CCCC1 | i | 4% | nt | 30 | nt | 0.9 | -0.3 | -0.3%[50 µM] | 57 | nt | 1.1% | i
NS(=O)(=O)c1ccc(CCNC(=O)COC(=O)C2CCN(c3ccc(C(F)(F)F)cn3)CC2)cc1 | i | -1% | 6% | 41 | 10% | 1.1 | 2.8 | 0.1%[50 µM] | 68 | nt | 0.0% | i
COc1cccc(-c2nn(-c3ccccc3)cc2C(=O)OCC(=O)Nc2ncc(Cl)cc2Cl)c1 | i | 5% | -6% | 52 | 11% | 1.6 | 4.7 | 0.3%[50 µM] | 48 | 1.1 | 11% | i
CCN(Cc1cc(=O)[nH]c2ccccc12)C(=O)C(C)C | i | -6% | -1% | 57 | 9% | 0.8 | -1.2 | 2.6%[50 µM] | 51 | nt | 2.3% | i
CCOc1ccc(CCNC(=O)c2cccc(C#N)c2)cc1OCC | i | 1% | -12% | 41 | 8% | 0.2 | 0.7 | 0.8% | 54 | 1 | 3.7% | i
CC(C)CN(CCNC(=O)CN1N=C(c2ccc(Cl)cc2)CCC1=O)CC(C)C | i | 3% | -4% | 30 | 12% | 0.5 | -0.4 | 0.2% | 93 | nt | -0.1% | i
Cc1sc2nc(SCC(=O)NCCOCCO)n(C)c(=O)c2c1C | i | 12% | -3% | 44 | 1% | 0.9 | 5.4 | 0.0% | 50 | 1 | 0.6% | i
Cc1ccc(C(=O)Nc2cccnc2)cc1[N+](=O)[O-] | i | 2% | -9% | 36 | 3% | 0.1 | -1.7 | 0.1% | 81 | 1.1 | 1.7% | i
COC(=O)CCCC[C@H]1SC[C@H]2NC(=O)N[C@]21O | nt | nt | 6% | 44 | 24% | nt | -0.6 | nt | 53 | 1.2 | 1.8% | i
COc1ccccc1N1CCN(C2CCN(C(=O)c3cccc(F)c3)CC2)CC1 | i | 18% | 5% | 10 | 16% | 0.8 | 2.0 | 4.9% | 44 | 1.1 | 0.1% | i
COc1ccc(CN(C(=O)c2oc3ccc(F)cc3c2C)C2CCS(=O)(=O)C2)cc1 (stereo not given) | i | 16% | -6% | 22 | 12% | 0.9 | 3.3 | 0.9%[50 µM] | 64 | nt | 1.2% | i
Cc1ncc(CO)c(/C=N/NC(=O)c2ccc(O)cc2)c1O | i | 7% | 17% | 49 | 5% | 0.6 | 1.0 | 5.5% | 41 | 1.2 | 2.6% | i
COc1ccc(C)cc1NC(=O)CN(c1ccc(C)cc1)S(C)(=O)=O | i | 5% | 7% | 31 | 0% | 0.8 | 0.3 | -0.1% | 35 | 1 | -0.5% | i
CC12COC3(C(=O)N4CCN(c5ccccn5)CC4)CC1CCC32C (stereo not given) | i | 14% | -9% | 19 | 13% | 0.3 | 4.4 | 0.1% | 50 | nt | 4.7% | i
CCC(C(=O)O)P(=O)(c1ccc(Cl)cc1)c1ccc(Cl)cc1 (stereo not given) | i | -3% | -6% | 55 | 5% | 0.1 | 0.5 | 3.1% | 46 | 1.1 | 1.6% | i
CC1=C(C(=O)OC2CCCCC2)C(c2cccnc2)n2ncnc2N1 (stereo not given) | i | 5% | -9% | 46 | 7% | 0.3 | 2.9 | 0.2% | 80 | 1 | 1.5% | i
NC(=O)N/N=C\c1cc(Br)ccc1O | i | 3% | 4% | 8 | 21% | 0.7 | 0.8 | 0.6%[50 µM] | 61 | 1.1 | 17% | i
COc1cccc(N2C(=O)C(Cc3c[nH]c4ccccc34)NC2=S)c1 (stereo not given) | i | 5% | -7% | 45 | 3% | 0.4 | -1.2 | 2.1% | 37 | 1 | 1.9% | i
COc1ccc(NC(=O)Cn2nc(C(=O)O)c3ccccc3c2=O)cc1OC | i | 0% | 10% | 37 | 6% | 0.0 | -0.5 | 0.1% | 62 | nt | 0.1% | i
CCc1c(C)sc(NC(=O)c2ccco2)c1C(=O)N1CCCCC1 | i | -3% | 28% | 32 | 4% | 2.9 | 2.5 | 2.5% | 56 | 1.1 | -0.4% | i
O=C1CCN(S(=O)(=O)c2ccccc2)CCN1CCOCc1cccc(F)c1 | i | 9% | 1% | 32 | 2% | 1.8 | -5.2 | 0.4% | 60 | nt | -0.9% | i
CN(C)c1ccc(CNC(=O)CN(C)S(=O)(=O)c2ccc3c(c2)c(=O)n(C)c(=O)n3C)cc1 | ? | -1% | -7% | 11 | -2% | nt | -0.1 | 0.2% | 65 | nt | -0.6% | i
C=C(C)Cn1c(C2CC(=O)N(Cc3ccccc3)C2)nc2ccccc21 (stereo not given) | i | 7% | nt | 27 | nt | 1.6 | -1.6 | 0.0% | 75 | 1 | 1.3% | i
Cc1cccc(C(=O)NC(=S)N2CCN(c3ccc([N+](=O)[O-])cc3)CC2)c1 | i | 12% | -9% | 42 | 9% | 0.3 | 0.7 | 6.6% | 45 | 0.9 | 0.8% | i
CCCn1cc(S(=O)(=O)CC(=O)N2CCc3ccccc32)c2ccccc21 | i | 5% | 3% | 51 | 4% | 1.8 | 0.8 | 0.6% | 83 | 1.1 | 11% | i
CCCn1c(NCc2ccc(C)o2)nc2ccccc21 | i | 2% | 9% | 29 | 23% | 7.1 | 1.3 | 1.2% | 43 | 1.1 | 4.6% | i
Cc1cc(C)c2ccc(C)[n+]([O-])c2c1O | i | 9% | 3% | 35 | -3% | 1.2 | 1.9 | 0.2% | 71 | 1 | 1.5% | i
COc1ccc(N2CCN(C(=O)C(NC(=O)c3c(F)cccc3F)C(C)C)CC2)cc1 (stereo not given) | i | 13% | -5% | 50 | 11% | 1.9 | 0.8 | 0.1% | 40 | nt | -0.4% | i
O=C(NCc1ccco1)C1CCCN1C(=O)Nc1ccccc1Cl (stereo not given) | i | 5% | -6% | 37 | 4% | 0.5 | 0.1 | 0.6% | 51 | 1.1 | 1.6% | i
COc1ccc([N+](=O)[O-])cc1N(CC(=O)NC1CCCC1)S(C)(=O)=O | i | 2% | -9% | 36 | -7% | 0.0 | -1.5 | 0.2% | 98 | 1.1 | 0.4% | i
Cc1nc(-c2cccc(NC(=O)c3cccc(S(=O)(=O)N4CCCC4)c3)c2)cs1 | i | -1% | nt | 24 | nt | 1.1 | 7.1 | 0.6%[50 µM] | 50 | nt | 11% | i
CCN1C(=O)[C@@H]2[C@@H](c3ccc(-c4ccc(Cl)c(Cl)c4)cc3)N3CCC[C@@]3(C(=O)OC)[C@@H]2C1=O | i | 3% | nt | 10 | nt | 1.0 | 3.9 | -1.1% | 52 | nt | nt | i
CC(C)N(C(=S)Nc1cccc(C(F)(F)F)c1)C(C)c1ccccn1 (stereo not given) | i | 5% | -10% | 38 | -8% | 0.4 | 0.8 | 0.5% | 58 | 0.9 | 7.0% | i
CCOC(=O)C1=C(C)NC(=O)NC1c1cc(C)sc1C (stereo not given) | i | 5% | -4% | 46 | 13% | 0.2 | -0.2 | -0.2% | 53 | 1.1 | 2.0% | i
COc1ccc2[nH]c(=O)c(CN(Cc3cccs3)C(=S)Nc3cccc(C)c3)cc2c1 | i | 3% | 11% | 48 | 6% | 1.2 | 0.8 | 3.3% | 64 | 0.9 | 20% | i
CCOc1ccc(C2c3[nH]c4ccccc4c3CCN2Cc2cccn2-c2ncccn2)cc1 (stereo not given) | i | -1% | -12% | 55 | 7% | 0.7 | 11 | 0.7% | 66 | nt | 43% | i
CCc1ccccc1NC(=O)CN1CCN(C(=O)CNC(=O)c2ccccc2F)CC1 | i | 5% | nt | 46 | nt | 1.7 | 0.3 | 0.6%[50 µM] | 46 | nt | nt | i
CC(C)NC(=O)CC1(C(=O)NCc2ccc(Cl)cc2)CCCC1 | i | 6% | 0% | 29 | 0% | 0.5 | -1.5 | 0.0% | 72 | nt | 0.4% | i

Source: PubChem
